OX1R FRET antag: blocks the human orexin 1 receptor | inhibition, % at 6.6 µM | 1.8% of 330,000 active | O43613 | AID 485270 | OX1R-expressing cells, FRET antagonist read-out; in the data active = inhibition mostly above about 38%, no sharp cut-off; inactive = mostly below about 40%;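 note: 0% = agonist challenge alone and 100% = reference antagonist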
Target sequence (O43613 whole entry, looked up): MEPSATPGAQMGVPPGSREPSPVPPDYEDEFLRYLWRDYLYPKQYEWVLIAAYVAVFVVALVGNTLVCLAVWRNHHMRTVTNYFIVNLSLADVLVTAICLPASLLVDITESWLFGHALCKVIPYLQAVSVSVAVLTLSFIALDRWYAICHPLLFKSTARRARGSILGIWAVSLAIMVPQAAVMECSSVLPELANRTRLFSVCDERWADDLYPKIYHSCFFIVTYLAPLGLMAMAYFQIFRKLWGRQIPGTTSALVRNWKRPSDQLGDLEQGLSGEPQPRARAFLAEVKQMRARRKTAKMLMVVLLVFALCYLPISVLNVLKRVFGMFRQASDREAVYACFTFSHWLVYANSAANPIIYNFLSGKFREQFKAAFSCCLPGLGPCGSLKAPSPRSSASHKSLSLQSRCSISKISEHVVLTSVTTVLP
STK33 kinase inh: human STK33 kinase inhibition; Q9BYT3; purified STK33, MBP phosphorylation, ADP-Glo luminescence; inhibition, % at 10 µM; 0.073% of 320,000 active;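 active = inhibition at or above 25%, using the most active replicate where run in duplicate; inactive = inhibition below 25%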
Target sequence (Q9BYT3 whole entry, looked up): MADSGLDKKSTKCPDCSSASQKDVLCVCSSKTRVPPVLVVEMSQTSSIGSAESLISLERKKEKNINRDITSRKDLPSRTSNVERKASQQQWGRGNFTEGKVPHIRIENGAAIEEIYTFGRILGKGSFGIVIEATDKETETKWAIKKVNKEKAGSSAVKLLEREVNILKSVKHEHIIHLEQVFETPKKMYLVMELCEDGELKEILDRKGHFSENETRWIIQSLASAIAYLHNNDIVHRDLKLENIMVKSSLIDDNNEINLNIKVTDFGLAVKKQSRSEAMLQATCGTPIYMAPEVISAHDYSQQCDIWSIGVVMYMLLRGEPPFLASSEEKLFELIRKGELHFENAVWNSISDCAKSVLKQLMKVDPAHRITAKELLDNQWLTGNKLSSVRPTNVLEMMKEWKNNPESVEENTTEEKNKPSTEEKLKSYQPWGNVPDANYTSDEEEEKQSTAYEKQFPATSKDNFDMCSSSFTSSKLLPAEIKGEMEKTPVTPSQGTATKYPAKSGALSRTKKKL
KCNQ2 inh: KCNQ2 channel blockers in CHO-K1 cells – cell-based, FluxOR thallium flux, B-score, primary screen (AID 2156). O88943. 20 min; stronger effect = lower value. B-score at 10 µM. 1.1% of 310,000 active;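 active = fluorescence ratio B-score at most minus 3 library SDs, with starting brightness B-score within 2 library SDs, cut at about -5.5 in these data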
An asterisk follows results filed as active; i = inactive; . = no result given.

SMILES | KCNQ2 inh | OX1R FRET antag | STK33 kinase inh
CCc1ccccc1N(CC(=O)NCC1CCCO1)C(=O)CCC(=O)Nc1nccs1 (stereo not given) | i | 15 | -0.7
CCOC(=O)c1cc2c(s1)-c1c(C)cccc1OC2 | i | 0 | -0.3
Cc1cc(C)cc(NC(=O)C2C3C=CC(O3)C2C(=O)O)c1 (stereo not given) | i | 9 | -1.9
Cc1cc(Oc2ccc(-c3ccccc3)cc2)n2ncnc2n1 | i | 11 | 1.0
COc1ccc(CCN(C)C/C=C/c2ccccc2)cc1OC | i | . | -0.4
COc1ccc(S(=O)(=O)N2CCOCC2)cc1NC(=O)CCCOc1ccc(Cl)cc1C | . | 1 | 1.1
C/C(=N\NC(=O)COc1cccc(C)c1)c1ccc2ccccc2c1O | i | . | -1.5
CCOc1c2ccc(C(=O)NCC34CC5CC(CC(C5)C3)C4)cc2nn1CC | i | 22 | 0.5
O=C(O)c1nn(-c2ccccc2C(F)(F)F)cc1O | i | 7 | 0.0
CSc1ccc(S(=O)(=O)NCc2ccc(C)cc2)cc1 | i | 17 | -0.5
Cc1cc2nc(-c3ccc(NC(=O)C(C)C)cc3)oc2cc1C | i | 22 | -0.5
COc1ccc(CNC(=O)[C@H](C)NC(=O)[C@@H]2Cc3ccccc3CN2)cc1 | i | 8 | -1.0
C=C(C)c1cccc(C(C)(C)NC(=O)N2CCN(c3ccccc3)CC2)c1 | i | 9 | -1.4
COc1cccc(C(=O)/C=C/Nc2ccc(S(=O)(=O)Nc3cccc(C(C)=O)c3)cc2)c1 | i | 50 | 1.0
CCOC(=O)C1CCCN(Cc2nc(N)nc(Nc3ccc(Cl)cc3)n2)C1 (stereo not given) | i | 15 | -0.3
COc1c(OC)c2[nH]c(=O)cc3c4ccccc4n(c1=O)c23 | i | 19 | -1.5
Cc1nn2c(N)c(-c3ccccc3)cnc2c1-c1ccc(Cl)cc1 | i | 4 | -0.5
COc1ccc(OCCCN(C)Cc2ccccc2)cc1 | i | 1 | -17
Clc1ccc(-c2c[n+](Cc3ccc(Cl)cc3Cl)c3n2CCCCC3)cc1 | i | 6 | -1.4
C/C(=N/NC(=O)CSc1nc2ccccc2n1C)c1ccncc1 | i | 41 | -0.9
C=CCn1c(SCC(N)=O)nc2scc(-c3ccc(C)o3)c2c1=O | i | 11 | -1.8
c1ccc(C2[C@H]3CN(CC4CCCCC4)[C@H](c4ccccc4)C34CC2(c2ccccc2)C4)cc1 (stereo not given in full) | i | 34 | 0.3
CN1CCN(c2cc(=O)n(C3CCCCC3)c(=O)[nH]2)CC1 | i | 10 | 0.5
COc1ccc(N(C)C(=O)C2CCN(S(=O)(=O)c3cccc4nsnc34)CC2)cc1 | i | 14 | -2.3
CCOc1ccc(NS(=O)(=O)c2ccc3[nH]c(=O)cc(C(=O)O)c3c2)cc1 | i | 12 | 0.5
Cc1ccc(SCc2cc(=O)n3[nH]cnc3n2)cc1 | i | 13 | -1.9
CC(=O)c1cccc(NC(=O)Nc2ccc3c(c2)N(C)C(=O)CS3)c1 | -8.5* | 20 | 4.4
Nc1c(-c2ccccc2)c(CSc2nc3ccccc3[nH]2)nn1-c1ccc(Cl)cc1 | i | 26 | -0.4
CCN1C(=O)CC(C(=O)Nc2ccc(F)cc2)SC1=Nc1cccc(OC)c1 (stereo not given) | i | 2 | -0.3
COC(=O)c1cc(S(=O)(=O)NCC2CCN(Cc3ccc(F)cc3)CC2)c[nH]1 | i | 12 | 2.3
Cn1c(-c2ccccc2)c(C(=O)CC#N)c2ccccc21 | i | 9 | 1.1
O=C(Nc1cccc(C(F)(F)F)c1)c1cccnn1 | i | 20 | 0.3
Cc1nc(CCNC(=O)CC2C(=O)NCCN2Cc2ccccc2)nc2c1CCC2 (stereo not given) | i | . | -2.2
CCOC(=O)C1CCN(C(=O)C2CCCCC2)CC1 | i | 12 | -0.5
CC(C)CCNC(=O)C(=O)NCc1ccccc1 | i | 14 | -0.7
Cc1ccc(-n2[nH]c(C)c(C=NCc3ccncc3)c2=O)cc1 | i | 8 | -1.6

A different layout for 27 compounds above.
Each structure is followed by: KCNQ2 inh	OX1R FRET antag	STK33 kinase inh
- CSc1ccc(S(=O)(=O)NCc2ccc(C)cc2)cc1
→ i	17	-0.5
- Cc1cc2nc(-c3ccc(NC(=O)C(C)C)cc3)oc2cc1C
→ i	22	-0.5
- COc1ccc(CNC(=O)[C@H](C)NC(=O)[C@@H]2Cc3ccccc3CN2)cc1
→ i	8	-1.0
- C=C(C)c1cccc(C(C)(C)NC(=O)N2CCN(c3ccccc3)CC2)c1
→ i	9	-1.4
- COc1cccc(C(=O)/C=C/Nc2ccc(S(=O)(=O)Nc3cccc(C(C)=O)c3)cc2)c1
→ i	50	1.0
- CCOC(=O)C1CCCN(Cc2nc(N)nc(Nc3ccc(Cl)cc3)n2)C1 (stereo not given)
→ i	15	-0.3
- COc1c(OC)c2[nH]c(=O)cc3c4ccccc4n(c1=O)c23
→ i	19	-1.5
- Cc1nn2c(N)c(-c3ccccc3)cnc2c1-c1ccc(Cl)cc1
→ i	4	-0.5
- COc1ccc(OCCCN(C)Cc2ccccc2)cc1
→ i	1	-17
- Clc1ccc(-c2c[n+](Cc3ccc(Cl)cc3Cl)c3n2CCCCC3)cc1
→ i	6	-1.4
- C/C(=N/NC(=O)CSc1nc2ccccc2n1C)c1ccncc1
→ i	41	-0.9
- C=CCn1c(SCC(N)=O)nc2scc(-c3ccc(C)o3)c2c1=O
→ i	11	-1.8
- c1ccc(C2[C@H]3CN(CC4CCCCC4)[C@H](c4ccccc4)C34CC2(c2ccccc2)C4)cc1 (stereo not given in full)
→ i	34	0.3
- CN1CCN(c2cc(=O)n(C3CCCCC3)c(=O)[nH]2)CC1
→ i	10	0.5
- COc1ccc(N(C)C(=O)C2CCN(S(=O)(=O)c3cccc4nsnc34)CC2)cc1
→ i	14	-2.3
- CCOc1ccc(NS(=O)(=O)c2ccc3[nH]c(=O)cc(C(=O)O)c3c2)cc1
→ i	12	0.5
- Cc1ccc(SCc2cc(=O)n3[nH]cnc3n2)cc1
→ i	13	-1.9
- CC(=O)c1cccc(NC(=O)Nc2ccc3c(c2)N(C)C(=O)CS3)c1
→ -8.5*	20	4.4
- Nc1c(-c2ccccc2)c(CSc2nc3ccccc3[nH]2)nn1-c1ccc(Cl)cc1
→ i	26	-0.4
- CCN1C(=O)CC(C(=O)Nc2ccc(F)cc2)SC1=Nc1cccc(OC)c1 (stereo not given)
→ i	2	-0.3
- COC(=O)c1cc(S(=O)(=O)NCC2CCN(Cc3ccc(F)cc3)CC2)c[nH]1
→ i	12	2.3
- Cn1c(-c2ccccc2)c(C(=O)CC#N)c2ccccc21
→ i	9	1.1
- O=C(Nc1cccc(C(F)(F)F)c1)c1cccnn1
→ i	20	0.3
- Cc1nc(CCNC(=O)CC2C(=O)NCCN2Cc2ccccc2)nc2c1CCC2 (stereo not given)
→ i	.	-2.2
- CCOC(=O)C1CCN(C(=O)C2CCCCC2)CC1
→ i	12	-0.5
- CC(C)CCNC(=O)C(=O)NCc1ccccc1
→ i	14	-0.7
- Cc1ccc(-n2[nH]c(C)c(C=NCc3ccncc3)c2=O)cc1
→ i	8	-1.6

(list continues)
SMILES | KCNQ2 inh | OX1R FRET antag | STK33 kinase inh
O=C(CNC(=O)c1ccco1)NCC(=O)OCc1ccccc1Br | i | 15 | 1.4
CCc1ccc(/C=C2/Sc3ccccc3N(CC(=O)NCC3CCCO3)C2=O)cc1 (stereo not given) | i | 95* | -1.8
Cc1cccc(C(=O)OCC(=O)NN2C(=O)NC3(CCC(C)CC3)C2=O)c1O (stereo not given) | i | 25 | -1.1
COc1ccc(CCN2C(=O)C(Oc3ccccc3C)C2c2ccc3c(c2)OCO3)cc1OC (stereo not given) | i | 24 | -0.3
COc1ccc(-c2noc(-c3cccs3)n2)cc1OC | i | 25 | -0.1
COc1ccc(N2CCC(CNC(=O)Nc3ccccc3)C2)cc1 (stereo not given) | i | 8 | -0.9
COc1ccc(Nc2nc(-c3sc(C)nc3C)cs2)c(OC)c1 | i | 22 | 0.2
CCn1c(SCC(=O)NC2CCCCC2)nc2c(c1=O)SC(C)C2 (stereo not given) | i | 32 | 2.4
COc1ccc(/C=N/NC(=O)CC(=O)N/N=C/c2ccc(OC)cc2)cc1 | i | 8 | -1.3
CCn1nc(NC(=O)c2ccccn2)c2cc3cccc(C)c3nc21 | i | 28 | -0.8
O=C(COC(=O)CCc1ccccc1)NCc1ccc2c(c1)OCO2 | . | 7 | 1.1
COc1ccc(Cn2c(/C=C/c3ccccc3)nc3ccccc32)cc1 | i | 11 | 0.8
CC(C)NC(=O)CC1C(=O)N(Cc2ccccc2)C(C)c2nc3ccccc3n21 (stereo not given) | i | 9 | 0.4
Cc1ccc(NC(=O)CCC(=O)NNC(=S)Nc2ccc(F)cc2F)cc1C | i | 0 | 9.4
COc1ccc(N(C(C)C(=O)NCc2ccco2)S(C)(=O)=O)cc1 (stereo not given) | i | 14 | -0.5
C=CCn1c(-c2cccc(OC)c2)nc2nc3ccccc3nc21 | i | 23 | -1.9
CCOc1ccccc1NC(=O)N1CCCC1C(=O)Nc1nnc(CC)s1 (stereo not given) | i | 2 | -1.1
CCOc1ccc2nc(NC(=O)C3CCCN(S(=O)(=O)c4cccc5nonc45)C3)sc2c1 (stereo not given) | i | 39 | -1.2
COc1cccc(NC2=NCC(=O)N2Cc2cccs2)c1 | i | 24 | -1.0
CCCOc1ccc(CNC(=O)C2CCN(C(=O)N3CCOc4ccccc43)CC2)cc1 | i | -5 | 0.9
CCC(=O)N1CCN(c2nc(-c3ccc(Cl)cc3)cs2)CC1 | i | 40 | -0.3
CCn1c(SCC(=O)N2CCOCC2)nnc1-c1ccco1 | i | 12 | -1.8
Cc1ccc(S(=O)(=O)N2CCN(C(=O)c3cccs3)CC2)cc1 | i | 13 | -1.1
COCCNC(=O)CN(C(=O)CCC(=O)Nc1ccccn1)c1ccc(C)c(C)c1 | i | -3 | 2.7
COc1ccc(-n2c(SC(CN3CCCCC3)CN3CCCC3=O)nc3ccccc3c2=O)cc1 (stereo not given) | i | 32 | -1.2
COCC(C)NC(=O)c1ccccc1OC(C)=O (stereo not given) | i | 23 | 0.3
COc1ccccc1N1CCN(Cc2cc(=O)c(OCC#N)co2)CC1 | i | 5 | -1.3
CC1CCCN(S(=O)(=O)c2cc(Cl)ccc2Cl)C1 (stereo not given) | i | 7 | -1.0
C=CCn1c(-c2ccccc2[N+](=O)[O-])n[nH]c1=S | i | 20 | -1.0
CCn1c(SCc2cccc(C(=O)O)c2)nnc1-c1ccccc1 | i | 26 | -0.6
COC(=O)c1sccc1NC(=O)Nc1cc(OC)ccc1OC | i | . | 0.3
N#CCCN(C(=O)Nc1ccc(Cl)c(Cl)c1)c1ccccc1 | i | 12 | -0.6
O=C(NCc1ccc2c(c1)OCO2)Nc1ccc(F)cc1 | i | -1 | 0.5
O=C(Nc1cccc(S(=O)(=O)N2CCCCC2)c1)C1CC1 | . | 6 | 0.2
Cc1cc(C)n(-c2ccc(C(=O)Nc3cccnc3)cc2)n1 | i | 4 | -1.3
Cc1ccc2[nH]c(C(=O)O)c(NC(=O)[C@@H]3C[C@@H]3c3ccccc3)c2c1 | i | 11 | -0.9
O=C(c1cc(Cl)ccc1F)N1CCCC(Nc2ccc3c(c2)OCCO3)C1 (stereo not given) | i | 7 | -1.0
COc1ccccc1-c1n[nH]c(=S)n1Cc1ccco1 | i | 17 | -1.1
CCOc1cccc(C2/C(=C(/O)c3ccc4c(c3)CC(C)O4)C(=O)C(=O)N2Cc2ccncc2)c1 (stereo not given) | i | 18 | -0.2
CCc1ccc(S(=O)(=O)Nc2cccc(-c3ccc4nnc(C)n4n3)c2)s1 | i | 10 | 1.2
O=C(O)CNC(=O)/C(=C/c1cccc([N+](=O)[O-])c1)NC(=O)c1ccco1 | i | 25 | -2.5
COC(=O)c1ccc(C(=O)OC)c(NC(=O)CSc2nnc(-c3ccccc3Cl)o2)c1 | i | 8 | -0.9
O=C(OCCCN1CCCC1)C1(c2ccccc2)CCCC1 | i | 11 | -3.9
COc1cc(C)c(C(C)C)cc1S(=O)(=O)NCCCn1ccnc1 | i | 7 | -0.6
CCc1ccccc1N(CC(=O)N1CCCCCC1)S(C)(=O)=O | i | -2 | -1.4
N#Cc1c(SCC(=O)N2CCCCC2)nsc1SCC(=O)N1CCCCC1 | i | 19 | -1.6
Oc1ccccc1CN1CCCC(N2CCN(c3cccc(C(F)(F)F)c3)CC2)C1 (stereo not given) | i | 0 | -20
COc1ccc(OC)c(S(=O)(=O)N(C)CC(=O)N2CCc3ccccc3C2)c1 | i | 13 | -1.5
O=C(N/N=C/c1ccc2c(c1)OCO2)C(=O)Nc1ccccc1 | i | 11 | .
N#CCCn1c2ccccc2c2nc3ccccc3nc21 | i | 77* | 0.0
Cc1ccc(CNC(=O)CSc2nc(C)cc(C)c2C#N)cc1 | i | 27 | -1.3

Fetched by compound from the entries so far (3):
SMILES | KCNQ2 inh | OX1R FRET antag | STK33 kinase inh
Oc1ccccc1CN1CCCC(N2CCN(c3cccc(C(F)(F)F)c3)CC2)C1 (stereo not given) | i | 0 | -20
O=C(OCCCN1CCCC1)C1(c2ccccc2)CCCC1 | i | 11 | -3.9
CCc1ccccc1N(CC(=O)N1CCCCCC1)S(C)(=O)=O | i | -2 | -1.4

Screening data from PubChem BioAssay.
